Pol kappa inh = DNA polymerase kappa (human) inhibition; Q9UBT6; purified Pol kappa, fluorescent DNA synthesis assay, 10 min; Potency, µM (top dose mostly 107 µM), for the others: at the highest dose activity, negative = inhibition, usual class: inhibitors; 400,000 tested, 0.53% active; further: potency means the concentration at half of the fitted maximal effect; on the % scale 0 is the no-effect control and ±100 the full control effect
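Pol kappa 10 nM + cpd, 15 min RT; start w/ substrate 50 nM final; fluorescence kinetic read, 0 and 10 min. Neg ctrl: buffer, no enzyme.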
Pol beta inh = blocks human DNA polymerase beta activity. P06746. Pol beta primer extension/strand displacement, fluorescence kinetic. Potency, µM (series often up to 114 µM), for the others: at the highest dose activity change, negative = inhibition, actives largely listed as inhibitors. 340,000 tested, 1.3% active. AID 485314; further: potency means the concentration at half of the fitted maximal effect; on the % scale 0 is the no-effect control and ±100 the full control effect
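Kinetic readout of DNA synthesis with strand displacement by Pol beta. Compound and 10 nM enzyme sit 15 min at room temperature; 50 nM substrate starts the reaction, read immediately and at 10 min.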
POLI inh = inhibitors of human DNA polymerase iota. 390,000 tested, 1% active. Potency, µM (top dose mostly 115 µM), without a hit: top-dose activity, negative = inhibition, most hits filed as inhibitors. Q9UNA4. Pol iota fluorescent replication assay, 10 min. AID 588590; further: potency means the concentration at half of the fitted maximal effect
Target sequence (Q9UNA4 whole entry, looked up): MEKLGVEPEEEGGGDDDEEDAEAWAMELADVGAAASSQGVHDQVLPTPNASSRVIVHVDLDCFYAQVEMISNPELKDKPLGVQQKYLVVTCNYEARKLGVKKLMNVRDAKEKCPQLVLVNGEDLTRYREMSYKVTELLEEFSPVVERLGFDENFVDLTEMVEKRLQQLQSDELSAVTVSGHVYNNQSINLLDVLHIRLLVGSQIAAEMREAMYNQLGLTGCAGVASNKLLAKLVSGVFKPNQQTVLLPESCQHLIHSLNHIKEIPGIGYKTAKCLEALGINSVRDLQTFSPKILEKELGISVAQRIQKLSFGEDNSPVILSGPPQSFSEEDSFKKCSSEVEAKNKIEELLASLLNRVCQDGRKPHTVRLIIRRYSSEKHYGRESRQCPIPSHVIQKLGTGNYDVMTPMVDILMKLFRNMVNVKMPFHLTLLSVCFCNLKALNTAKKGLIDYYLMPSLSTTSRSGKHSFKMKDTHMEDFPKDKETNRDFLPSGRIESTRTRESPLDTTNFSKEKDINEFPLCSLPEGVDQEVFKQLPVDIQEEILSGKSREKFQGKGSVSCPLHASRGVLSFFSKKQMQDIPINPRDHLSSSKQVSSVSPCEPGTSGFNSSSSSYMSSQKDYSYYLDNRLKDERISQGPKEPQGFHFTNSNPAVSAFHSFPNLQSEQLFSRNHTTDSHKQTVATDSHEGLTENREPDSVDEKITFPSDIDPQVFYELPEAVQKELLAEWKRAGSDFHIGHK
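Pol iota at 10 nM preincubated 15 min with compounds at room temperature; reaction started with fluorescent substrate, 50 nM final. Fluorescence read kinetically at 0 and 10 min; buffer-only wells as negative control.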
BLM helicase inh = blocks DNA unwinding by human BLM helicase; recombinant BLM DNA unwinding, fluorescence dequenching; Potency, µM (top dose mostly 56.1 µM), inactives show top-dose activity change, negative = inhibition, actives largely listed as inhibitors; 350,000 tested, 0.2% active;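 further: potency means the concentration at half of the fitted maximal effect; plate controls were vehicle for no effect and no enzyme for full effect; nearly all actives have a fitted effect of over 35% in size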
APE1 inh = blocks human APE1 abasic DNA cleavage; AID 2517; recombinant APE1, TAMRA/BHQ-2 abasic DNA cleavage fluorescence; Potency, µM (highest dose often 65.8 µM), inactives show at the top dose activity change, negative = inhibition, hits mostly inhibitors; P27695; 350,000 tested, 0.35% active;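 further: potency means the concentration at half of the fitted maximal effect; plate controls were vehicle for no effect and reference inhibitor for full effect; nearly all actives have a fitted effect of over 55% in size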
Target sequence (P27695 whole entry, looked up): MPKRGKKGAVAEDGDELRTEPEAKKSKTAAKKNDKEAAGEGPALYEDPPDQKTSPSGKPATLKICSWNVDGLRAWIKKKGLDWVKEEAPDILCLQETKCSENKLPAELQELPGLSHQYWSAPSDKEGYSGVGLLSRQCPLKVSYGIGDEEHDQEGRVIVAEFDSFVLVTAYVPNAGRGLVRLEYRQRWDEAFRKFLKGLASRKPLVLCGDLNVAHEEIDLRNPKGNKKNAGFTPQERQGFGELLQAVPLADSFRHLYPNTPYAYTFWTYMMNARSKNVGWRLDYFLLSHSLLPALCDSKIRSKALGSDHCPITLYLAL
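Incision of a quenched TAMRA/BHQ-2 THF abasic-site duplex (50 nM) by 0.75 nM APE1, after 15 min compound preincubation, measured as fluorescence increase over three 60 s reads. Values normalized to buffer, DMSO and NSC13755 control wells.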
Pol eta inh = DNA polymerase eta (human) inhibition; Q9Y253; recombinant Pol eta, fluorescent DNA replication assay; Potency, µM (highest dose often 114 µM), inactives show at the top dose activity change, negative = inhibition, actives largely listed as inhibitors; 390,000 tested, 1.2% active; AID 588591; further: potency means the concentration at half of the fitted maximal effect; on the % scale 0 is the no-effect control and ±100 the full control effect
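Pol eta at 10 nM preincubated with compounds 15 min at room temperature; reaction started with fluorescent substrate (50 nM final) and read kinetically at 0 and 10 min.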
LDHA block = blocks human lactate dehydrogenase A; 480,000 tested, 0.15% active; AID 1347041; activity change, % (values are at about 110 or 230 µM); purified LDHA, NADH/diaphorase-resazurin fluorescence; stronger effect = lower value; P00338; in the data active means activity change below about -30%; inconclusive means mostly about -25% to -30%;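 further: plate controls were DMSO wells for no effect and wells without enzyme for full effect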
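Human LDH5 (2 nM) was incubated with 0.06 mM NADH and 0.2 mM pyruvate for 5 min at room temperature in Tris pH 7.4. Remaining NADH was coupled through diaphorase/resazurin, and resorufin fluorescence was read at 0 and 20 min.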
Anesthetic bind = binds horse apoferritin like a general anesthetic; 350,000 tested, 0.074% active; apoferritin/1-aminoanthracene competitive binding, fluorescence; P02791; Potency, µM (series often up to 77.5 µM), inactives show at the top dose activity change, negative = displacement, actives largely listed as inhibitors; AID 485281; further: potency means the concentration at half of the fitted maximal effect; on the % scale 0 is the no-effect control and ±100 the full control effect; nearly all actives have a fitted effect of over 20% in size
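10 uM apoferritin + 50% sat. 1-AMA, PBS; cpd 10 min RT; Ex380/Em535 endpoint; normalized to free probe vs complex; 4-param Hill fit; propofol titration as pos. ctrl.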
Glioma ERSR ind = ER stress response induction in glioma; Potency, µM, without a hit: at the highest dose activation, hits mostly activators; 420,000 tested, 0.02% active; AID 602332; U87-MG GRP78 promoter luciferase reporter, 16 h; further: potency means the concentration at half of the fitted maximal effect; series mostly up to about 76 µM; % of control where 0% means no effect; nearly all actives have a fitted effect of over 35% in size
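Stably transfected U87-MG glioma cells carrying a GRP78-based luciferase sensor; 16 h compound incubation. Luminescence end-point read 10 min after Bright-Glo addition at room temperature.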
* = called active by the depositor; ? = inconclusive; . = no result given; & = joins results of further samples; [ ] = another dose, or the depositor's remark. Unless noted, the call rests on the fitted dose curve; in most records, active means well fitted curve in the direction sought with a large enough effect; inconclusive means small, poorly fitted or top-dose-only effect, or another doubt; inactive means no such curve, though single readings can be large; an effect the other way counts as inactive or inconclusive.

Results follow in this order: Pol kappa inh	Pol beta inh	POLI inh	BLM helicase inh	APE1 inh	Pol eta inh	LDHA block	Anesthetic bind	Glioma ERSR ind
> CN(C(=S)NC(=O)/C=C/c1ccc(F)cc1)C1CCCCC1
  8%	22%	25%	6%	-1%	-20%	-2	-6%	-4%
> Nc1ncc(Br)cc1S(=O)(=O)NCCC(=O)N1CCN(c2ccccn2)CC1
  -1%	3%	97%[activator]	-9%	3%	-7%	-2	49%[activator]	-1%
> S=c1nc[nH]c2n[nH]nc12
  1%	.	-5%	.	.	.	-9	.	0%
> c1ccc(N(c2ccccc2)c2nc(N3CCOCC3)nc(N3CCOCC3)n2)cc1
  .	17%	.	-2%	-9%	.	.	-4%	.
> CN(Cc1ccco1)C(=O)C1CCC(=O)N(CCc2cccc(F)c2)C1 (centres undefined)
  0%	-3%	-14%	-7%	18%	-7%	0	3%	3%
> Cn1nc(OC(=O)Nc2ccccc2)cc1C(F)(F)F
  .	20%	.	-1%	-8%	.	.	-14%	.
> CSc1ccc(CCNC(=O)c2cnn(-c3ccccc3)c2-n2cccc2)cc1
  -8%	-28%	8%	-5%	.	-21%	2	103%[activator]	-2%
> Nc1nc2c(ncn2C2CCCC2)c(=O)[nH]1
  -20%	.	2%	.	.	-4%	-5	.	-1%
> COc1ccc(Nc2nc(N)nc(CSc3nnc(N)s3)n2)cc1
  -8%	-17%	23%	-5%	9%	-10%	-12	-1%	3%
> CCOc1ccc(-c2c(C)nn3c(C)c(C(=O)NCc4ccc(Cl)cc4)cnc23)cc1OCC
  8%	10%	-20%	0%	.	.	-7	56%[activator]	.
> O=C(Nc1cccc(Cl)c1)c1cccc(N2C(=O)C3CC=CCC3C2=O)c1 (centres undefined)
  -18%	16µM*	?	-9%	?	-21%	-5	?	-4%
> Oc1ccc(NCc2cccc(OCc3ccc(F)cc3)c2)cc1
  -20%	15%	22µM*	14µM*	5%	-20%	14	?	18%
> CCC(CO)Oc1cc(NCc2ccc(OC)cc2)c2ncn(C(C)C)c2c1 (centres undefined)
  14%	.	46%[activator]	.	22%	-24%	13	.	-5%
> Cc1[nH]nc2ncc(C(=O)c3cc(Cl)cc(Cl)c3O)cc12
  5%	-3%	-4%[58.9 µM]	0%	-1%	8%	-3	-13%	-3%
> CCCCN(C)CCn1c(=S)[nH]c2ncccc2c1=O
  -13%	9%	7%	-2%	3%	-5%	-6	-1%	-4%
> CCOC(=O)Cn1nc(C)n(-c2ccc(C(C)(C)C)cc2)c1=O
  -4%	31%	-11%	-4%	-4%	-6%	-3	-17%	-3%
> CCn1cc(NC(=O)Nc2ccc(OC)c(OC)c2)c(C(N)=O)n1
  -12%	0%	9%	0%	6%	-13%	12	3%	-2%
> CCOc1ccc(NC(=O)C(=O)NCCc2sc(-c3ccc(C)cc3)nc2C)cc1
  -3%[60.1 µM]	25%	38%[activator]	2%	.	-15%	-5	-8%	-3%
> CCCCOc1ccc(C(=O)N2CCNC(=O)C2)cc1
  2%	40%	25%	2%	-1%	-18%	-4	-9%	-2%
> O=c1c2sc3ccccc3c2n(Cc2ccccc2F)c(=O)n1-c1ccccc1Cl
  3%	10%	37%[activator]	-7%	.	-20%	-3	-4%	-3%
> COc1ccc(Cl)cc1NC(=O)c1cc2ccc3ccc(C)[nH]c3c2n1
  -21%	-10%	-39%	-2%	.	-16%	-7	-4%	-4%
> Cc1ccc(C(=O)CSc2nnc(Cn3nnc4ccccc43)n2C)cc1
  -9%	0%	?	-4%	0%	1%	1	-1%	-2%
> O=C1[C@@H]2[C@H](C(=O)N1CC(O)COCc1ccccc1)C1C=C[C@H]2C1 (some centres undefined)
  -7%	.	22%	.	.	-7%	-1	.	1%
> CCCNC(=O)N1[C@H](c2cccs2)[C@@H](C)C(=O)[C@@H](C)[C@@H]1c1cccs1
  6%	9%	30%	-4%	.	-13%	1	?	-1%
> CC(=NNC(=O)c1ccncc1)c1ccc(Cl)cc1Cl
  -7%	.	45%[activator]	.	.	-18%	4	.	-1%
> CCNC(=S)N1CCN(C(=O)C(Cc2ccccc2)NC(C)=O)CC1 (centres undefined)
  -3%	-2%	7%	4%	31%[activator]	-1%	-4	-2%	4%
> Cc1ccc(NC(=O)C2CCCN(S(=O)(=O)c3ccc4[nH]c(=O)ccc4c3)C2)nc1 (centres undefined)
  5%	99%	24%	1%	18%	-4%	-2	-17%	-2%
> COc1ccc(N2CCN(CCS(=O)(=O)c3cc(Cl)ccc3Cl)CC2)cc1
  3%	.	21%	.	4%	-21%	-1	.	1%
> Cc1nnc2sc(SCc3ccccc3)nn2c1=O
  .	?	.	2%	0%	.	.	2%	.
> O=C(Cc1ccccc1)Nc1nc(-c2cccs2)cs1
  4%	2%	?	-15%	17%	-9%	-4	-6%	0%
> CCN=C1SC(C(=O)NCCc2ccccc2)CC(=O)N1CC (centres undefined)
  4%	13%	14%	-1%	-2%	-1%	-3	-15%	-6%
> O=[N+]([O-])c1ccc(-c2ccc(/C=N/c3c(-c4ccco4)nc4ccccn34)o2)c(Cl)c1
  .	-12%	.	-9%	-1%	.	.	-8%	.
> CSc1nsc(SCC(=O)Nc2cccc(NC(C)=O)c2)n1
  0%	-20%	122%[activator]	1%	-12%[12.4 µM]	-8%	-3	3%	2%
> Cc1cc(CNC(=O)CC2C(=O)NCCN2CC(C)(C)C)nn1C (centres undefined)
  -16%	1%	5%	-3%	-1%	-17%	-2	-1%	-2%
> C/C(=N\NC(N)=S)C1=CCC2C3CC[C@H]4CC(O)CC[C@]4(C)C3CC[C@]12C (some centres undefined)
  -15%	21%	10%	-2%	-3%	?	-7	2%	-5%
> CCCOc1ccc(C(=O)CCC(=O)NNC(=O)c2cccs2)cc1
  11%	.	8%	.	0%	-15%	-1	.	-4%
> Cc1ccc(NC(=O)c2c([N+](=O)[O-])c(C(C)(C)C)nn2C)c(C)c1
  -13%	2%	28%	0%	-4%	-21%	-2	-6%	-2%
> Nc1nnc(CC(=O)N/N=C/c2ccc(-c3cccc(C(=O)O)c3)o2)s1
  25µM*	-1%	11µM*	-1%	-11%	18µM*	7	-4%	1%
> CCS(=O)(=O)n1nc(-c2cccnc2)nc1NCc1ccc(F)cc1
  1%	13%	53%[activator]	-1%	0%	-20%	-4	-9%	3%
> CCS(=O)(=O)Nc1cccc(C2=NN(C(=O)c3ccco3)C(c3ccco3)C2)c1 (centres undefined)
  -6%	-4%	?	-5%	72%	-9%	3	5%	-5%
> CCn1cc(C(=O)N(C)Cc2ccccc2)c(=O)c2cc(S(=O)(=O)N3CCCCC3)ccc21
  -6%	35%	0%	0%	.	-4%	-1	-16%	0%
> Cc1nnc(Nc2ccc(F)cc2)c2ccccc12
  -4%	-30%	104%[activator]	2%	20%	-19%	-2	-4%	-2%
> COc1ccc(-c2[nH]ncc2CNC(C)CCn2cccn2)cc1F (centres undefined)
  -5%	8%	-5%	-1%	1%	-10%	-5	-4%	-2%
> Cc1c(C(=O)N2CCN(CC(=O)Nc3ccccc3Cl)CC2)oc2ccc(Br)cc12
  -5%	.	31%[activator]	.	9%	-18%	-12	.	-7%
> COC(=O)c1ccccc1NC(=O)CSc1nc(O)cc(=O)n1C1CCCC1
  -21%	?	?	1%	6%	0%	2	-15%	-1%
> Oc1c(C(c2ccc(Cl)cc2Cl)N2CCCC2)sc2nc(-c3ccco3)nn12 (centres undefined)
  -8%[60.1 µM]	4%	21%	0%	.	-12%	-10	-9%	-4%
> CCCN(c1ccccc1F)S(=O)(=O)c1cc(-c2cc(C)no2)ccc1C
  -2%	-1%	14%	-9%	.	-16%	-4	14%	0%
> O=C(Nc1ccc(F)cc1F)c1cc(-c2ccco2)nc2ccccc12
  -11%	5%	19%	1%	-5%	1%	-4&5	-2%	-2%
> CC(C)[C@@H](COc1ccccc1)N1CCN(Cc2ccccc2)CCC1=O
  -9%&0%	14%	?	0%	11%	?	0	-5%	-4%&2%
> CCCNC(=O)C(Cc1ccc(OC)cc1)NC(=O)c1ccc(Cl)cc1 (centres undefined)
  -27%	.	-3%	.	-4%	-17%	3	.	-3%
> CCCc1cc(=O)oc2cc(C)cc(OCC(=O)NCCN3CCOCC3)c12
  0%	41%	27%	-9%	9%	-2%	-4&-1	-4%	-7%
> CCOc1cc(-c2noc(N)c2C#N)cc(OCC)c1OCC
  -11%	5%	-1%	-6%	-3%	-16%	1	-19%	4%
> O=[N+]([O-])c1ccccc1N/N=C/c1ccccc1
  0%	13%	17%	-1%	3%	-19%	-2	-9%	4%
> CC(=O)c1sc2c(c1OC(=O)c1ccc(Cl)cc1)c(=O)n(-c1ccccc1)c(=S)n2-c1ccccc1
  -10%	.	84%[activator]	.	.	-13%	2	.	-6%
> Cc1ccccc1NC(=O)CCCCCN1C(=O)[C@@H]2Cc3ccccc3CN2C1=O
  -3%	31%	-26%	-3%	8%	-11%	-8	-7%	0%
> O=C(Nc1ccc(Cl)cc1)Nc1nnc(CSCc2ccccc2)s1
  -21%	7%	3%	2%	0%	-6%	0	-4%	0%
> CNS(=O)(=O)c1cn(CC(=O)Nc2ccc(F)cc2F)cc1S(=O)(=O)NC
  0%	5%	-13%	-2%	.	-3%	-3	4%	-3%
> CCCCN(C)C(=S)Nc1ccc(Oc2ccccc2)cc1
  -16%	20%[57.1 µM]	-1%	-3%	-3%	-16%	-2	-9%	0%
> CCN1C(=O)[C@H]2[C@H]3[C@H](O)[C@H](O)C/C(=N/OC[C@@H](O)[C@H]4O[C@H]5OC(C)(C)O[C@H]5[C@@H]4O)[C@@H]3CC[C@@H]2C1=O
  .	.	.	1%[12.4 µM]	-3%[12.4 µM]	.	.	4%[15.3 µM]	-1%
> Cc1cc(NC(=O)CN2CCN(c3ccc(O)cc3)CC2)no1
  -20%	22%	?	-3%	10%	-16%	33	-12%	0%

Bioassay records deposited in PubChem by National Center for Advancing Translational Sciences (NCATS).

Only part of the results is shown, so the mix of outcomes need not match the whole.
